Screens (PubChem BioAssay)
Scp1 inh: inhibitors of human Scp-1 phosphatase; Recombinant Scp1, phosphopeptide, malachite green phosphate absorbance; 340,000 tested, 0.88% active; inhibition, % at 20 µM; Q9GZU7;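 active = inhibition above about 50% at 20 µM, limit read from the data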;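 note: plate controls were DMSO wells with enzyme for no effect and wells lacking enzyme for full effect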
Target sequence (Q9GZU7 76-261 limits assumed): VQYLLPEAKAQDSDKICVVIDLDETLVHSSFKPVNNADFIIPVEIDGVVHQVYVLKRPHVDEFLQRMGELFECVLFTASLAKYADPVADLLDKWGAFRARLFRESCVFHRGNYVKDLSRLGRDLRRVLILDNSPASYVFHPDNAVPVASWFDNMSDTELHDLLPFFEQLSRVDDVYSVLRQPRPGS
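Assay system: SCP-1 catalytic fragment, aa 76-261 | Buffer or medium: Tris acetate buffer pH 5.5 with MgCl2 and Tween-20 | Compound: One concentration, 20 µM, with 1.0% DMSO | Also added: Phospho 17-mer peptide substrate | Signal: Absorbance at 630 nm | Incubation: 45 min enzyme reaction at room temperature | Measure: % inhibition of SCP-1 phosphate liberation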
SUMO1-SIM PPI: alters human SUMO1 binding to SIM partners; P63165; SUMO1 binding to a labelled peptide, TR-FRET, 1 h; inhibition, % at 20 µM; 360,000 tested, 0.33% active; in the data active = inhibition above about 37%
LMPTP block: blocks human LMPTP phosphatase; P24666; recombinant LMPTP-A, OMFP fluorogenic substrate, fluorescence intensity; inhibition, % at 20 µM; 360,000 tested, 0.22% active; AID 651560;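 active = compounds that cut the enzyme signal by at least half of the control window in the single-dose screen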;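 note: plate controls were DMSO wells with enzyme plus substrate for no effect and substrate without enzyme for full effect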
Target sequence (P24666 whole entry, looked up): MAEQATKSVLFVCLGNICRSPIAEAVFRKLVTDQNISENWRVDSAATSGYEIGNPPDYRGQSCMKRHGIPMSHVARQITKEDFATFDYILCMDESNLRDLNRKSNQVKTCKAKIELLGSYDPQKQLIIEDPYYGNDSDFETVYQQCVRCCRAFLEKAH
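Test system: LMPTP-A phosphatase enzyme; input: 0.625 nM LMPTP-A final; reagent: OMFP substrate, 400 µM final; compound dosing: 20 µM single dose, 3% DMSO; incubation: 50 min dark incubation at room temperature; measured by: endpoint fluorescence intensity from OMFP dephosphorylation; measure: % inhibition relative to no-enzyme and uninhibited control wells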
Tb MetRS inh: blocks T. brucei methionyl-tRNA synthetase activity; purified T. brucei MetRS, ATP depletion, Kinase-Glo luminescence; inhibition, % at 11.9 µM; 360,000 tested, 0.4% active; AID 624268;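 active = inhibition above a per-plate cutoff of the control wells' mean inhibition plus 3 SD, cut at about 5.5% in these data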;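 note: 0% = DMSO wells median and 100% = median of wells with control inhibitor compound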
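Material: T. brucei methionyl-tRNA synthetase, purified; reagent: substrates ATP, L-methionine and bulk Escherichia coli tRNA; dosing: 11.9 µM single point; timing: 15 min plus 2 h at 25 °C; detection: luminescence of leftover ATP; evaluation: % inhibition; control set: DMSO-only wells as low control; replicates: singlicate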
eLon inh: inhibits E. coli Lon protease | P0A9M0 | inhibition, % at 7.94 µM | 360,000 tested, 0.42% active | purified E. coli Lon protease, fluorescence polarization; in the data active = inhibition above about 13%, passing the limit was not always enough;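 note: 0% = enzyme with probe and DMSO and 100% = no enzyme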
CendR NRP1 mod: modulators of CendR peptide binding to human neuropilin-1; 360,000 tested, 0.85% active; O14786; AID 602438; FAM-RPARPAR peptide binding to NRP-1, fluorescence polarization; inhibition, % at 25 µM;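 active = inhibition or corrected inhibition above about 18%, plus a signal ratio from 0.5 to 1.5, limit read from the data, passing the limit was not always enough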; note: strong numbers were not always called active
MsrA inh: inhibits bovine methionine sulfoxide reductase A. purified bovine MsrA, absorbance read-out. inhibition, % at 15.5 µM. 360,000 tested, 0.75% active; in the data active = inhibition above about 4.5%;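 note: 0% = vehicle wells with enzyme and 100% = reference inhibitor wells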
MsrA act: bovine methionine sulfoxide reductase A activation | activation, % at 10.6 µM | 360,000 tested, 0.3% active | AID 602163 | purified bovine MsrA, absorbance read-out; in the data active = activation above about 7.5%;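 note: 0% = vehicle and 100% = reference activator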
STEP inh: blocks human striatal-enriched tyrosine phosphatase | P54829 | recombinant STEP, OMFP fluorogenic substrate, fluorescence | inhibition, % at 20 µM | 360,000 tested, 0.25% active;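 active = inhibition at 20 µM, scaled per plate between control wells, above about 37%, limit read from the data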;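 note: 0% = DMSO with enzyme and substrate and 100% = substrate only without enzyme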
Target sequence (P54829 whole entry, looked up): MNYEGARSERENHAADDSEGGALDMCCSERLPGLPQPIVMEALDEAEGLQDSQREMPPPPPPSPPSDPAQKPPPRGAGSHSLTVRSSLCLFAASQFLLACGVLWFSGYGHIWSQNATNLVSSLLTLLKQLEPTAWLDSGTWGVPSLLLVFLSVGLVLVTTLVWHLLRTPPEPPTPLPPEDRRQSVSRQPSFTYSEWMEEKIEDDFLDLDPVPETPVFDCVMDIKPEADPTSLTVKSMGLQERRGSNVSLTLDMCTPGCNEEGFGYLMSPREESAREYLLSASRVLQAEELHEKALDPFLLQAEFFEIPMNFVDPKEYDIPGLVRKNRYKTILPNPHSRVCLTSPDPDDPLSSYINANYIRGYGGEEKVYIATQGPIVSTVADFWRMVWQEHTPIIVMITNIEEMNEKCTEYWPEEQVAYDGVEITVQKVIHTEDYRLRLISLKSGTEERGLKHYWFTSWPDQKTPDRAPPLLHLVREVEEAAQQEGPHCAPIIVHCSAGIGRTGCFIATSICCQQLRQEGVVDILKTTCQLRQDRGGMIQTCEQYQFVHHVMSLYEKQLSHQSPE
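Material: STEP (striatal-enriched tyrosine phosphatase) enzyme, cell-free | Medium: 50 mM Bis-Tris pH 6.0 with 2.5 mM DTT and 0.005% Tween 20 | Read-out: Percent inhibition scaled to no-enzyme and uninhibited-enzyme controls, plate-pattern corrected | Signal: Fluorescence read at 480 nm ex / 540 nm em | Times: 20 min reaction, room temperature, in the dark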
DNMT1 inh: blocks human DNA methyltransferase DNMT1. AID 588458. inhibition (reported as % activation of signal), % at 10 µM. DNMT1 molecular beacon, Hinp1I cleavage, fluorescence. 360,000 tested, 0.83% active. P26358; in the data active = inhibition above about 50%
Numbers without * were called inactive; i = inactive; x = no result given.

1: O=C(Nc1ccc2nc(-c3ccc4nc[nH]c4c3)[nH]c2c1)c1cccs1
2: CCn1ncc([N+](=O)[O-])c1C(=O)Nc1nc2cccc(C)c2s1
3: CCOc1ccc2[nH]c(=O)c(CN(CC3COCCO3)C(=O)C3CC3)cc2c1 (centres undefined)
4: CC1CCCC(C)N1C(=O)/C=C/c1ccc(S(=O)(=O)N2CCOCC2)cc1 (centres undefined)
5: CC(C(=O)NC1CCCC1)N1CCN(S(=O)(=O)c2ccccc2Cl)CC1 (centres undefined)
6: Cc1ccccc1N=Cc1cccc(O)c1O
7: O=C(Nc1ccccc1C(=O)NCc1ccco1)c1ccccc1
8: CCCCOC(=O)c1ccc(NC(=O)c2cc(Cl)c(Cl)cc2C(=O)O)cc1
9: CCOc1cc(C(c2c(C)[nH][nH]c2=O)c2c(C)[nH][nH]c2=O)ccc1OS(=O)(=O)c1ccc(C)cc1
10: COc1ccc(/C=N/NC(=O)CCN2CCN(c3ccccc3)CC2)c(OC)c1OC
assay / compound,1,2,3,4,5,6,7,8,9,10
Scp1 inh,-0.2,-4.0,-9.0,-4.8,-2.8,-8.2,-5.6,-6.5,9.1,-7.4
SUMO1-SIM PPI,12.3,-5.0,-2.8,-16.6,3.5,-0.5,-2.4,10.9,5.1,-2.0
LMPTP block,7.1,-1.5,-0.8,-0.5,-0.4,1.0,-0.3,-1.2,3.9,-0.2
Tb MetRS inh,-0.3,-0.6,-0.2,-0.3,-0.2,0.5,-0.3,-0.1,0.3,-0.8
eLon inh,-9.3,-0.9,-0.8,8.9,17.4*,15.1*,-7.5,5.3,-4.4,-10.1
CendR NRP1 mod,0.6,3.8,0.4,4.4,-20.6,2.4,-1.3,-3.6,0.8,10.7
MsrA inh,1.4,-0.5,0.1,0.0,-0.9,x,0.7,1.0,-1.0,-0.7
MsrA act,-9.8,-6.0,-1.7,-5.4,0.2,-4.8,-5.0,-4.1,-2.5,-1.2
STEP inh,6.5,-3.4,-0.8,-2.5,-0.1,-0.8,2.4,-0.9,7.4,3.2
DNMT1 inh,-2.1,1.3,2.3,0.4,5.6,-10.4,-0.9,0.4,-31.9,-0.9

11: COc1ccc2c(c1)/C(=N/OC(=O)c1cccs1)CCC2
12: Fc1ccc(OCCCCN2CCOCC2)cc1
13: CC(=O)OC(COc1ccccc1)Cn1cnc2ccccc21 (centres undefined)
14: Cc1ccc(NS(=O)(=O)c2cc(C(=O)N3CCc4ccccc4C3)ccc2Cl)cc1
15: CCc1ccc(NC(=O)COC(=O)CCc2nc3cc(S(=O)(=O)N(CC)CC)ccc3n2C)cc1
16: CC1(c2nnc(-c3ccc(Cl)cc3)o2)CC(c2cccc(Cl)c2)=NO1 (centres undefined)
17: COc1ccc(N2CCN(C(=O)c3cc(N4C(=O)C5C6CCC(C6)C5C4=O)ccc3Cl)CC2)cc1 (centres undefined)
18: C=CCc1cccc2cc(C(=O)OCC)c(=O)oc12
19: O=C(Nc1ccccc1F)C1CCN(C(=O)NCc2ccccc2)CC1
20: CC(=O)NC(CC(=O)OCC(=O)N1CCc2ccccc21)c1ccccc1 (centres undefined)
assay / compound,11,12,13,14,15,16,17,18,19,20
Scp1 inh,-3.2,-8.6,-4.1,-10.7,1.3,-8.7,-6.5,-5.3,7.5,-4.5
SUMO1-SIM PPI,-3.2,1.1,1.1,14.1,-1.2,-3.7,2.6,-26.2,-0.4,1.4
LMPTP block,0.4,-1.9,1.1,3.4,0.2,1.9,-1.4,-1.7,-1.1,-1.5
Tb MetRS inh,-0.8,-0.2,-0.3,0.3,-0.7,-0.3,-0.2,-0.3,0.1,-0.1
eLon inh,-10.1,0.9,-3.9,-4.9,-2.3,8.8,-8.1,-1.2,2.2,-8.4
CendR NRP1 mod,9.1,8.1,-9.6,-11.5,-4.5,25.1*,-3.4,-12.8,2.0,9.3
MsrA inh,0.4,0.0,1.5,-0.5,-1.6,-0.9,-0.7,2.3,-0.1,0.1
MsrA act,0.2,-0.5,-4.8,1.3,-2.0,-1.4,-3.5,0.1,-2.5,-2.3
STEP inh,1.6,4.0,-3.8,-1.2,2.2,-1.6,-1.3,1.4,-0.2,1.3
DNMT1 inh,-2.5,-0.5,0.8,-8.0,-10.2,7.1,-3.6,5.6,0.3,2.9

21: COc1ccc(Cl)cc1N1C(=NC(=O)C2CCCO2)SC2CS(=O)(=O)CC21 (centres undefined)
22: COc1ccc(C(c2nnnn2Cc2ccccc2)N2CCN(c3nc4ccccc4s3)CC2)cc1 (centres undefined)
23: COc1ccccc1CNC(=O)COC(=O)CNS(=O)(=O)c1ccc(C)cc1
24: Cn1ccnc1SCC(=O)c1ccc2ccccc2c1
25: C[C@H](CO)N1C[C@H](C)[C@@H](CN(C)C(=O)Nc2ccc(C(F)(F)F)cc2)Oc2c(NC(=O)Nc3ccccc3)cccc2C1=O
26: CCc1nc2ccc(C(=O)N(C)CC(=O)Nc3ccccc3C(F)(F)F)cc2nc1CC
27: Cc1ncc([N+](=O)[O-])n1CC(=O)Nc1ccc2c(c1)OCO2
28: OC(COCc1ccc2c(c1)OCO2)CN1CCN(Cc2ccccc2)CC1 (centres undefined)
29: CC(=O)C1(C)N(O)C(C)(C)C(c2cccs2)=[N+]1[O-] (centres undefined)
30: CN1CCN(Cc2nnc(-c3ccccc3)o2)CC1
assay / compound,21,22,23,24,25,26,27,28,29,30
Scp1 inh,-7.5,1.7,-4.2,-6.2,-11.3,-6.7,-6.0,2.9,-3.3,-7.3
SUMO1-SIM PPI,2.7,-2.6,1.0,-10.1,1.9,-5.1,-2.1,-0.8,-0.2,3.7
LMPTP block,-0.1,4.0,-1.0,-0.1,1.7,-1.4,-0.7,-0.8,0.7,-1.0
Tb MetRS inh,0.0,0.2,0.1,-0.8,0.1,-0.3,0.0,-0.1,-1.3,0.8
eLon inh,0.5,-6.5,-8.5,-9.4,9.0,1.9,1.4,-1.2,-1.8,-5.9
CendR NRP1 mod,1.7,-3.2,0.1,-16.0,7.2,-5.9,1.4,3.5,11.0,10.4
MsrA inh,0.2,0.8,-1.6,1.4,-0.6,0.9,1.8,-0.3,2.1,-0.3
MsrA act,-1.2,-11.8,-1.8,-6.9,0.7,-5.8,-1.8,-0.5,-5.0,-1.0
STEP inh,-0.3,-0.3,-2.0,0.9,-2.9,1.3,-3.5,-2.2,2.6,-0.4
DNMT1 inh,-0.9,-5.0,1.0,-11.6,-10.2,1.6,1.7,0.3,0.3,2.7

31: Cc1ccc(SCC(=O)OCC(=O)N(CC(C)C)C2CCS(=O)(=O)C2)cc1C (centres undefined)
32: COC(=O)c1ccc2c(c1)S(=O)(=O)NC2C (centres undefined)
33: CC1=C(C(=O)OCCOc2ccccc2)C(c2ccsc2)NC(=O)N1C (centres undefined)
34: COc1ccc(OCc2nnc(SCC(=O)N3CCCC3)o2)cc1
35: N#C/C(=C\c1ccc(N2CCOCC2)o1)C(=O)Nc1ccc(O)cc1
36: O=C(NNc1c2ccccc2nc2ccccc12)c1ccccc1O
37: COc1ccc(CNC(=O)C2CC(c3cc(C(F)(F)F)cc(C(F)(F)F)c3)=NO2)cc1 (centres undefined)
38: O=C(COC(=O)COc1ccc(Cl)cc1)NCCCc1ccccc1
39: Cc1cccc(NC(=O)CN2C(=O)C3CC=CCC3C2=O)c1C (centres undefined)
40: O=C(NC(=S)N1CCc2ccccc21)c1ccco1
assay / compound,31,32,33,34,35,36,37,38,39,40
Scp1 inh,-6.2,x,-11.5,-0.6,0.6,-3.7,-4.4,-7.7,x,-5.3
SUMO1-SIM PPI,6.0,-0.8,-1.4,1.7,-39.8,-11.4,8.1,1.0,4.3,0.7
LMPTP block,-0.8,-2.1,1.2,-1.0,16.6,12.8,1.4,0.1,-0.7,2.3
Tb MetRS inh,-0.5,-0.6,-0.1,-0.5,0.0,0.6,-0.2,-0.3,-0.2,-0.6
eLon inh,1.1,-5.4,4.2,-3.2,i,-0.9,3.5,0.3,-11.2,-0.4
CendR NRP1 mod,11.0,6.1,-2.4,15.6,135.4,0.6,3.0,-4.3,-5.0,3.0
MsrA inh,-0.1,-0.4,0.8,0.0,3.3,-0.5,-0.6,0.2,0.2,2.4
MsrA act,-2.0,-2.9,-0.5,-1.0,6.6,-2.0,-1.9,-2.1,-2.4,-5.6
STEP inh,0.9,x,-1.3,-0.3,-2.5,10.8,0.6,-1.4,0.4,2.3
DNMT1 inh,-1.0,x,3.0,2.1,20.6,3.5,5.7,-1.5,3.5,-1.6

41: CCSc1nc2c(c(=O)[nH]c(=O)n2C)n1CC(O)COc1ccccc1C (centres undefined)
42: Cc1ccc(C)c(NS(=O)(=O)c2c(C)[nH]c(C)c2C(=O)N2CCCCC2)c1
43: Cc1cc(C)n(/C(=C\N(C)C)C(=O)c2cccc([N+](=O)[O-])c2)n1
44: COC(=O)CN(c1ccc(OC)c(OC)c1)S(C)(=O)=O
assay / compound,41,42,43,44
Scp1 inh,-5.2,-4.0,-7.1,-4.8
SUMO1-SIM PPI,3.8,-1.3,-6.5,0.9
LMPTP block,-1.5,-0.3,-2.0,-1.0
Tb MetRS inh,0.0,1.2,-0.3,-0.9
eLon inh,1.4,8.6,-10.3,-8.6
CendR NRP1 mod,-0.2,7.2,5.8,5.4
MsrA inh,0.5,-0.6,2.0,-0.7
MsrA act,-2.3,-1.4,0.1,-2.3
STEP inh,-0.6,0.1,-2.8,2.9
DNMT1 inh,-0.4,0.5,0.3,6.0
